# CYP2C19 activ: activators of human cytochrome P450 2C19; P33261; recombinant CYP2C19, luciferin-H EGE luminescence; stronger effect = higher value; 0 = fully inhibited enzyme, 1 = untreated enzyme; activation factor at 5 µM; 96,000 tested, under 10 active; AID 1025;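 active means activation factor of at least 2 at 5 µM in the primary screen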;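 further: 0 = wells with 2.5 mM tranylcypromine and 1 = vehicle-only wells; values of inactives mirror those of a sister screen read the other way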
# Target sequence (P33261 whole entry, looked up): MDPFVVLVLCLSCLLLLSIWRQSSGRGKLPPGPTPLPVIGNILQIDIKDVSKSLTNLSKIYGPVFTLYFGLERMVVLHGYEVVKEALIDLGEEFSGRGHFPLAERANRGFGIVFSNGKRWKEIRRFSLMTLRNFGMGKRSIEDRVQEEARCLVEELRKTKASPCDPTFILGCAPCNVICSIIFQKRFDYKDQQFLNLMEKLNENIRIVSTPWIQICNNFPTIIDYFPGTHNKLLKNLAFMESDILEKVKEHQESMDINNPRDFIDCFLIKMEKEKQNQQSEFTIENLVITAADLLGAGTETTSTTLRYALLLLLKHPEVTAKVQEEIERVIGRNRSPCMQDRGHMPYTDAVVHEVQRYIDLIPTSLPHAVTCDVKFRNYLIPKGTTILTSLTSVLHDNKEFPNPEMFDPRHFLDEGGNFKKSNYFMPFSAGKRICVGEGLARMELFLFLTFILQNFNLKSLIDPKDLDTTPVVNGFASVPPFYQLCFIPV
# CYP2C19 inh: blocks human cytochrome P450 2C19; P33261; CYP2C19 Supersomes, luciferin-H EGE luminescence, 30 min; inhibition, % at 5 µM; 21% of 96,000 active; AID 778;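 active means CYP2C19 inhibition above a set limit at 5 µM in the primary screen, cut at about 50% in these data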;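 further: plate controls were negative control wells for no effect and 2.5 mM tranylcypromine positive control for full effect; values of inactives mirror those of a sister screen read the other way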
# The depositor's hits bear a star. Some of the compounds tested. The share of hits here may be higher or lower than overall.
CYP2C19 activ,CYP2C19 inh,SMILES
0.5,53*,O=C(CSC1CC(=O)N(CC(c2ccccc2)c2ccccc2)C1=O)Nc1ccc(Cl)cc1 (stereo not drawn)
0.9,8,CCCOc1ccc(C(=O)NNC(=S)NC(=O)c2cc(-c3ccc(Cl)cc3)nc3ccccc23)cc1
0.9,12,CC(=O)c1ccc(NC(=O)/C(=C\c2ccccc2)NC(=O)/C=C/c2ccccc2)cc1
0.9,12,CSc1nc(C)cc(C)c1S(=O)(=O)c1ccccc1C
0.7,35,Cc1ccc(C(=O)Cn2nnc3ccccc32)cc1
0.8,21,CCCCn1c(NCc2ccccc2NS(=O)(=O)c2ccc(C)cc2)nc2ccccc21
1,0,CC1(C)Cc2ccccc2C(NNC(=O)c2ccncc2)=N1
0.5,49,CC1CCCCN1C(=O)/C(=C\c1ccccc1)c1ccccc1 (stereo not drawn)
1.1,-13,CCC(=O)Nc1ccc(C(=O)N/N=C/c2ccccc2[N+](=O)[O-])cc1
1.1,-5,CCOc1ccc2nc(NC3=NC(c4ccc(OC)cc4)CC(=O)N3)nc(C)c2c1 (stereo not drawn)
0.4,59*,O=C(N/N=C\c1ccc(Sc2ccccn2)o1)c1cccc(F)c1
0.3,66*,O=c1c2ccccc2c(-c2ccccc2)nn1Cc1ccc(Cl)cc1
0.8,23,Cc1cccc2c1OCC/C2=N\NC(=O)COc1ccccc1
0.7,31,Cc1ccc(CNCC(O)(c2ccc(F)cc2)c2ccc(F)cc2)cc1
0.9,9,Cc1nc(-c2ccccc2)sc1-c1n[nH]c(=S)n1C
0.8,17,CSc1ccccc1NC(=O)CSCc1ccc(Br)cc1
0.2,80*,CCOC(=O)c1nnn(-c2nc(OC)nc(N3CCCCC3)n2)c1-c1ccccc1
0.7,28,COc1ccc(C(=O)OCC2CC(c3ccccc3)N(C)O2)cc1 (stereo not drawn)
0.8,22,CCOc1ccc(N2C(=O)/C(=C/c3cccs3)N(CC(=O)OC)C2=S)cc1
0.6,40,Cc1nn(C)c(Oc2cccc(Cl)c2)c1C(=O)Nc1ccc(F)cc1
1,1,CON1C(=O)C(=O)N(OC)C(C)(C)C1C (stereo not drawn)
0.3,71*,CCOc1ccccc1NC(=O)c1cccc(NC(=O)CC(c2ccccc2)c2ccccc2)c1
1.1,-8,O=C(c1cc(Cl)c(=O)n(Cc2ccccc2)c1)N1CCOCC1
0.7,33,O=c1c2ccccc2c(-c2ccc(Br)cc2)nn1Cc1ccccc1
0.9,10,COc1ccc(-c2cc(CNC(=O)CCl)on2)cc1
0.2,82*,Cc1ccccc1CSc1nccn1-c1ccccc1
0.9,9,N/C(=N\OC(=O)c1cccc(Br)c1)c1ccccc1
0.7,29,O=C(c1ccc(Cl)cc1)N1CCCC(c2ccccc2)=N1
0.7,32,CCNC(=O)O/N=C(\C)c1sc(-c2ccccc2)nc1C
0.9,8,CC(=O)Nc1ccc(S(=O)(=O)Nc2cccc(C(=O)NC(C)(C)C)c2)cc1
1.1,-10,Cn1cc(Br)c(C(=O)NNC(=O)c2cccc(Br)c2)n1
0.9,12,COc1ccc(NC(=O)/C(=C\c2cc(OC)c(OC)cc2[N+](=O)[O-])NC(=O)c2ccccc2)cc1
0.8,24,Cc1cc(Cl)ccc1Oc1nccc(N(C)C)c1C#N
1.1,-13,O=C(N/N=C/c1ccc(-c2cccc(C(F)(F)F)c2)o1)c1ccccc1Br
1,0,CCn1c(=O)c2c(nc3n2CCS3)n(C)c1=O
0.2,76*,C/C(=N/NC(=O)Cc1cccc2ccccc12)c1cccs1
0.7,27,CCOC(=O)C(Cc1ccc(NC(=O)/C(=C/c2ccc(OC(C)=O)cc2)NC(C)=O)cc1)N1C(=O)c2ccccc2C1=O (stereo not drawn)
0.8,20,O=C1/C(=C\Nc2ccc(Cl)cc2)CCN1c1ncccn1
0.6,43,CC(C)CN(CC(C)C)S(=O)(=O)c1cc([N+](=O)[O-])ccc1N1CCCCCC1
0.6,40,CCC(C)C(=O)Nc1nc(C)c(-c2csc(Nc3ccc(Cl)cc3)n2)s1 (stereo not drawn)
0.9,11,CC(C)CCNC(=S)NC1CCCC1
0.6,38,Cc1ccc(S(=O)(=O)NC2=C(N3CCN(c4ccccc4F)CC3)C(=O)c3ccccc3C2=O)cc1
0.6,45,O=C(Nc1ccccc1C(=O)NC(Cc1ccccc1)C(=O)NC1CCCCCC1)c1ccccc1 (stereo not drawn)
0.7,31,O=C(Cc1csc(Nc2nc(=S)[nH]c3ccccc23)n1)NCc1cccc(Cl)c1
0.5,49,S=C(Nc1cccc(Cl)c1)Nc1ccccc1Oc1ccccc1
0.8,22,Cc1ccc(NC(=O)CCc2ccc(S(=O)(=O)NC3CCCCC3)cc2)cc1
1.1,-15,Cc1ccc(C(=O)Nn2c(O)c(C=C3N=c4ccccc4=N3)sc2=S)cc1
0.9,12,O=C(NC1CCCCC1)C1CCN(S(=O)(=O)c2cccc3nsnc23)CC1
0.8,15,CCOC(=O)c1c(C)nc2c(c1-c1ccccc1)C(=O)CC(C)(C)C2
0.8,18,CNC(=O)c1sc(-c2cccnc2)nc1C
0.8,18,O=C(Nc1ccccc1[N+](=O)[O-])C1C(c2ccccc2)=C1c1ccccc1
0.2,82*,COc1cccc(C(=O)O/N=C(\N)c2ccncc2)c1
0.6,36,Cc1c(C(=O)NC(C)c2ccccc2)c(-c2ccccc2)nn1-c1ccccc1 (stereo not drawn)
0.6,36,Cc1cc(C)n2c(SCC(=O)Nc3ccc(Cl)cn3)nnc2n1
0.1,93*,O=C(Nc1c(F)cccc1F)c1ccc(-n2cncn2)nc1
0.1,95*,Cc1ccc(NC(NC(=O)c2cccs2)C(Cl)(Cl)Cl)cc1 (stereo not drawn)
1,0,O=C(NC1CC1)c1ccc2c(c1)ncn2C1CCCC1
1,-1,CCOc1c2ccc(C(=O)NCCc3cccs3)cc2nn1CC
0.3,72*,CN1C(=O)/C(=C\c2ccccc2)Sc2ccc(C(=O)N3CCN(c4ccccn4)CC3)cc21
0.4,59*,COC(=O)c1sccc1NC(=O)CSc1ccccc1NS(=O)(=O)c1ccc(Cl)cc1

# Molecules above that contain an NH in an aromatic ring (2):
CYP2C19 activ,CYP2C19 inh,SMILES
0.9,9,Cc1nc(-c2ccccc2)sc1-c1n[nH]c(=S)n1C
0.7,31,O=C(Cc1csc(Nc2nc(=S)[nH]c3ccccc23)n1)NCc1cccc(Cl)c1

# Gathered by group: those above containing fluorine (6)
CYP2C19 activ,CYP2C19 inh,SMILES
0.4,59*,O=C(N/N=C\c1ccc(Sc2ccccn2)o1)c1cccc(F)c1
0.7,31,Cc1ccc(CNCC(O)(c2ccc(F)cc2)c2ccc(F)cc2)cc1
0.6,40,Cc1nn(C)c(Oc2cccc(Cl)c2)c1C(=O)Nc1ccc(F)cc1
1.1,-13,O=C(N/N=C/c1ccc(-c2cccc(C(F)(F)F)c2)o1)c1ccccc1Br
0.6,38,Cc1ccc(S(=O)(=O)NC2=C(N3CCN(c4ccccc4F)CC3)C(=O)c3ccccc3C2=O)cc1
0.1,93*,O=C(Nc1c(F)cccc1F)c1ccc(-n2cncn2)nc1

# Next results.
CYP2C19 activ,CYP2C19 inh,SMILES
0.8,18,CCc1ccc(OCCCC(=O)Nc2ccc(N3CCCCC3)cc2)cc1
0.8,15,CSc1nc(-c2ccccc2)nn1C(=O)c1ccc(Cl)cc1
1,-2,O=C(O)/C=C/c1cn(-c2ncc(C(F)(F)F)cc2Cl)c2ccccc12
0.7,31,CCOC(=O)NCc1ccc2c(c1)cc(C)n2C
1,-4,COc1cnc(-c2ccccn2)nc1Sc1ccccc1Cl
0.9,9,Cc1ccc2c(c1)Sc1ccccc1CC2=O
0.9,10,Nc1cc(Cl)nc(N/N=C/c2ccccc2[N+](=O)[O-])n1
0.8,20,CCc1ccc(C(=O)COC(=O)C(Cc2ccccc2)NC(=O)C2CCC(C)CC2)cc1 (stereo not drawn)
0.7,33,O=C(N/N=C\c1ccccc1)c1sccc1-n1cccc1
0.5,52*,CCS(=O)(=O)N1CCN(c2c(Cl)cccc2[N+](=O)[O-])CC1
0.3,66*,Cc1ccc(CSC2=Nc3sccc3C3=NC(=O)CN23)cc1
0.1,90*,CC(=O)OCc1c(C(F)(F)F)nn(C)c1Sc1ccccc1
0.3,71*,Cc1ccc(N(CC(=O)NCCSCc2ccco2)S(=O)(=O)c2ccc(C)cc2)cc1
0.9,12,COc1cc(NC(=O)c2cc(Cl)ccc2Cl)ccc1-c1cc2ccccc2oc1=O
1.1,-8,O=[N+]([O-])c1ccc(Cl)c(/C=N/NC(=S)Nc2ccccc2)c1
1.1,-12,Cc1ccc2c(c1)/C(=N/OC(=O)c1ccc(F)cc1)CCS2
1,2,O=C(c1ccccn1)N1CCN(C(=O)c2ccccn2)CC1
0.8,22,CCOC(=O)c1cnc2c(cnn2C)c1NCCCN(C)C
0.9,8,CCn1c(SCc2ccc(Cl)cc2Cl)nc2nc3c(cc2c1=O)CCCC3
0.5,47,CCOC(=O)c1nn(-c2cccc(OC)c2)c(-c2ccccc2)c1C(=O)c1ccccc1
0.7,28,O=C(NCC1CCCO1)c1onc(CSc2cccc(Cl)c2)c1C(=O)O (stereo not drawn)
0.8,24,Cc1cccc(C(=O)Nc2nc(C)c(C(=O)Nc3ccc4c(c3)CCC4)s2)c1
0.8,17,O=C(NNc1ccc(C2CCCCC2)cc1)C(O)(c1ccccc1)c1cccs1 (stereo not drawn)
0,96*,CCC(=O)N(CCC(Cc1ccccc1)c1ccc2c(c1)OCO2)Cc1ccccc1F (stereo not drawn)
0.7,32,CCC(=O)c1ccc(OCC(O)CN2CCN(c3ccc(F)cc3)CC2)cc1 (stereo not drawn)
0.8,24,Cc1ccc(Oc2cc(N3CCOCC3)nc(-c3ccccc3)n2)cc1
1.1,-6,CC(C)(C)NC(=O)C(c1ccsc1)N(CCc1ccccc1)C(=O)Cn1nnc2ccccc21 (stereo not drawn)
1,-4,CCSc1nnc2n(N)c(=O)c3ccccc3n12
0.6,41,COC(=O)C1=C(C)N(Cc2ccc(C)cc2)C(=O)C1
0.9,8,CCOc1c2ccc(C(=O)NCc3ccc(OC(F)(F)F)cc3)cc2nn1CC

# A second format for part of the listing above.
mol,CYP2C19 activ,CYP2C19 inh
Nc1cc(Cl)nc(N/N=C/c2ccccc2[N+](=O)[O-])n1,0.9,10
CCc1ccc(C(=O)COC(=O)C(Cc2ccccc2)NC(=O)C2CCC(C)CC2)cc1 (stereo not drawn),0.8,20

# Following part.
CYP2C19 activ,CYP2C19 inh,SMILES
0.7,25,Cc1c(O)c(CN2CCCCC2)cc2c1oc(=O)c1ccccc12
0.8,25,CCOC(=O)N1CCN(C(=O)C2CCN(c3ncnc4c3sc3cccc(F)c34)CC2)CC1
0.6,40,CN(C)/C=C(\C#N)C(=O)c1cccnc1Oc1cccc(F)c1
1,2,CCOC(=O)C(C)Oc1ccsc1C(=O)OC (stereo not drawn)
0.5,48,CCOc1cc(NC(=S)Nc2ccccc2)c(OCC)cc1NC(=O)c1ccc(OC)cc1
0.9,8,COc1ccc(C(=O)NNC(=S)NC(=O)c2cc(-c3ccccc3)nc3ccccc23)cc1
0.9,13,CCCCn1c(SCC(=O)N2CCOCC2)nnc1-c1cccs1
1,-4,O=S(=O)(c1ccccc1)c1cnn2c(C(F)(F)F)cc(-c3ccccc3)nc12
0.2,77*,O=C(Nc1ccc(F)cc1)c1cc(S(=O)(=O)Nc2ccc(F)cc2)cs1
0.7,31,Cc1ccc(Cn2nnc3c(=O)[nH]c(C4CCN(S(=O)(=O)c5ccccc5)CC4)nc32)cc1
0.5,46,Cc1ccc(N(C(=O)Cn2nnc(-c3cccs3)n2)C(C(=O)NC2CCCC2)c2ccncc2)cc1 (stereo not drawn)
0.8,16,CCOC(=O)c1ccc(NC(=O)CNC(=O)c2ccccc2)cc1
1.1,-8,COc1cnc(SCC(=O)O)[nH]c1=O
1,2,CC(NC(=O)Cn1cnc([N+](=O)[O-])n1)c1ccccc1 (stereo not drawn)
1,-2,Cc1ccc2nc(NCC(=O)O)nc(-c3ccccc3)c2c1
0.7,25,O=C(CN(C(=O)c1ccccc1Cl)C1CCCCC1)Nc1ccc(Cl)c([N+](=O)[O-])c1
0.4,58*,CC(C)C1NC(=S)N(Cc2ccccc2)C1=O (stereo not drawn)
1.1,-9,CCOC(=O)c1ccc(N(C(=O)c2cnccn2)C(C(=O)NC2CCCCC2)c2cn(C)nc2C)cc1 (stereo not drawn)
0.9,6,CCOc1ccc(C(C(=O)Nc2ccc(F)cc2)N(C(=O)Cn2nnc3ccccc32)C2CC2)cc1 (stereo not drawn)
0.5,54*,CCCC(=O)Nc1nc(C)c(-c2csc(Nc3ccc(Cl)cc3)n2)s1
0.7,29,O=C(NNc1cccc(Cl)n1)c1ccc(Cl)cc1Cl
0.9,10,O=C(CSCc1ccccc1)Nc1cccc(C(=O)Nc2ccccc2C(=O)O)c1
1,-4,O=P(Cc1ccccn1)(c1ccccc1)c1ccccc1
1,1,CC1(C)CN(c2ccccc2)N(C(=O)c2ccc(C#N)cc2)C1=O
0.9,10,CCCC1CCC(c2ccc(C(N)=O)cc2)CC1 (stereo not drawn)
0.8,18,CSCCC(NC(=O)OC(C)(C)C)C(=O)Oc1ccc2c(=O)c(-c3ccc4c(c3)OCCO4)coc2c1 (stereo not drawn)

# Four of the entries above in order of the CYP2C19 inh value, rising:
Structure | CYP2C19 inh
O=C(CSCc1ccccc1)Nc1cccc(C(=O)Nc2ccccc2C(=O)O)c1 | 10
CCCCn1c(SCC(=O)N2CCOCC2)nnc1-c1cccs1 | 13
O=C(NNc1cccc(Cl)n1)c1ccc(Cl)cc1Cl | 29
CCOc1cc(NC(=S)Nc2ccccc2)c(OCC)cc1NC(=O)c1ccc(OC)cc1 | 48

# Screens deposited in PubChem BioAssay by Sanford-Burnham Center for Chemical Genomics.
